From PubChem BioAssay
Measles CPE = compounds protecting cells from measles virus cytopathic effect, primary screen, measles RdRp inhibitor project, single point, MLSMR library, absorbance. Measles virus-infected cells, CPE protection. protection (pct of control), % at 4 µM. actives 1.5% (n = 140,000); in the data active = protection mostly above about 24%, no sharp cut-off; inactive = mostly below about 26%; also: some compounds called inactive have numbers as strong as hits
HCT116 bCat-KO = primary screen for growth suppressors in beta-catenin knockout HCT116 cells (colon tumor, human). HCT116 beta-catenin knockout viability, CellTiter-Glo, 60 h; hits give low values. viability, % at 10 µM. actives 1.5% (n = 140,000);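 active = viability at or under a set limit, the compound median less 4 SD, cut at about 6% in these data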;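 also: 0% = Hyamine 1622 control at 20 µM and 100% = untreated cell control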
MRP1 act = H69AR viability gain despite doxorubicin, primary screen, MRP-1 activator project, H69AR cells, CellTiter-Glo | viability rescue | viability increase, % at 10 µM | actives 0.61% (n = 140,000) | AID 799, 2007;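 active = viability gain under doxorubicin at or above a set limit, the compound median plus 3 SD, cut at about 4.7% in these data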;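 also: MRP-1 overexpressing cells given doxorubicin 25 µM after compound pretreatment; 18-22 h compound pretreatment then 72 h with doxorubicin before readout; 0% = doxorubicin-only wells and 100% = vehicle-treated cells without doxorubicin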
NPY Y2 blocker = NPY-Y2 receptor antagonists, primary screen, cell-based. NPY-Y2 expressing cells, antagonist mode. Neuropeptide Y receptor type 2 (Homo sapiens), P49146. inhibition, % at 2.7 µM. actives 0.99% (n = 140,000). AID 793, 2007; in the data active = inhibition above about 17%;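 also: 0% = vehicle with agonist challenge and 100% = reference antagonist with challenge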
Target sequence (P49146 whole entry, looked up): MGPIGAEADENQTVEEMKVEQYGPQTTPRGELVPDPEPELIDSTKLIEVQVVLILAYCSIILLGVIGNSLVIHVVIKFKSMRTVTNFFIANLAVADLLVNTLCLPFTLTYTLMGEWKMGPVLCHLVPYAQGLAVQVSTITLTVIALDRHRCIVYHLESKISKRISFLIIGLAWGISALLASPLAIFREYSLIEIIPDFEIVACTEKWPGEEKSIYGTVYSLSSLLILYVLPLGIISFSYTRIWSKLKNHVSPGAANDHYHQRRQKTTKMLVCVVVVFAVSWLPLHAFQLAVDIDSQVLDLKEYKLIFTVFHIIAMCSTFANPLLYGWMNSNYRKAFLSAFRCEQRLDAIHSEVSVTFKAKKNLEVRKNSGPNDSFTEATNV
E-sel TNF inh = E-selectin induction blockers in HUVEC – imaging, immunofluorescence, high content, primary screen; HUVEC TNFa-induced E-selectin immunofluorescence; actives 0.71% (n = 120,000); inhibition, % at 2 µM;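 active = inhibition above the batch mean plus 3 SD, and confirmed as a hit on visual image review, cut at about 43% in these data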;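 also: 0% = TNF-stimulated DMSO wells and 100% = unstimulated control wells; not every result past the cut was called active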
Phagocyt inh = inhibitors of macrophage phagocytosis, primary screen, imaging, J774A.1 cells, IgG beads | inhibition, % at 5 µM | actives 0.07% (n = 110,000) | J774A.1 macrophage IgG-bead phagocytosis;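 active = inhibition above the mean of the plate negative controls plus 5 SD, cut at about 13% in these data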;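 also: phagocytic index as fraction of beads internalized from green versus red external bead signal; plate controls were DMSO negative control for no effect and cytochalasin-D positive control for full effect; some results beyond the cut were filed as inactive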
HCT116 PTEN-null = growth suppression of PTEN-null HCT116, primary screen, cell-based, CellTiter-Glo; HCT116 PTEN-null viability, 60 h; hits give low values; viability, % at 10 µM; actives 1.2% (n = 140,000); AID 827, 2007;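 active = viability at or below a set limit, 4 SD under the median of all tested compounds, cut at about 3.7% in these data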;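 also: PTEN knockout HCT116 line with beta catenin targeted HCT116 as companion control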
Yeast lifespan up = compounds extending yeast replicative lifespan, primary screen, S. cerevisiae, OD615 | S. cerevisiae growth with nicotinamide; deaD strain in restrictive glucose medium | inhibition of the nicotinamide effect, % at 10 µM | actives 0.68% (n = 130,000);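 active = inhibition above a set limit, placed 3 SD over the median of all compounds, cut at about 26% in these data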;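 also: 0% = nicotinamide-treated wells and 100% = cells grown without nicotinamide; some compounds called inactive have numbers as strong as hits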
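Assay system: engineered S. cerevisiae DeaD replicative-lifespan strain, galactose-grown log-phase cells; medium: restrictive CSMM-D dextrose medium; also added: nicotinamide, 1.5 mM, co-present with compound; schedule: 48 h compound exposure at 30 °C, humidified; detection: absorbance at 615 nm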
GALR2 antag = GALR2 antagonists in receptor-expressing cells, primary screen; antagonist mode; inhibition, % at 4 µM; actives 0.39% (n = 140,000); AID 828, 2007; in the data active = inhibition above about 27%;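 also: cells stimulated with galanin 1-16 at roughly its EC80; 0% = agonist challenge control and 100% = basal control without agonist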
Target sequence (O43603 whole entry, looked up): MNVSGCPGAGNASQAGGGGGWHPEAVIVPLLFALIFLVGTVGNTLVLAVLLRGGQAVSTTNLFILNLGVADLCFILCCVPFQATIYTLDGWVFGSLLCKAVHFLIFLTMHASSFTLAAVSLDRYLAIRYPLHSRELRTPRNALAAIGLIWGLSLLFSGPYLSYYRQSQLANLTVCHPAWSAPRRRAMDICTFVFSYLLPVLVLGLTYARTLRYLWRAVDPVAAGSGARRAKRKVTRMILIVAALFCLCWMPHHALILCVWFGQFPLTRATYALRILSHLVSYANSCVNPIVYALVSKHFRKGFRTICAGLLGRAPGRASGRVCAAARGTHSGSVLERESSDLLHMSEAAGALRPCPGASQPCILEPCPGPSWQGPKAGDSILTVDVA
BB579 growth dn = growth inhibitors of yeast BB579 in restrictive medium, primary screen, yeast lifespan-shortening project, S. cerevisiae. actives 0.51% (n = 140,000). inhibition, % at 10 µM. OD615, 48 h;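 active = inhibition above a set limit, 3 SD over the mean compound inhibition, cut at about 44% in these data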; also: inactives centre near -24
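Test system: DeaD yeast strain BB579 / Buffer or medium: restrictive glucose-based CSMM-D medium / Doses: single 10 µM dose / Schedule: 4 h cell preincubation, 48 h compound exposure, 30 °C humidified / Technique: culture absorbance at 615 nm / Controls: amphotericin B positive control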
An asterisk follows results filed as active; / = not tested or not shown. Compounds were not picked by outcome; 6.1% or so of the library scored in one or more.

SMILES	Measles CPE	HCT116 bCat-KO	MRP1 act	NPY Y2 blocker	E-sel TNF inh	Phagocyt inh	HCT116 PTEN-null	Yeast lifespan up	GALR2 antag	BB579 growth dn
CCOC(=O)c1sc2ncn(C(C)C(=O)OC)c(=O)c2c1C (stereo unspecified)	7	87	0.7	-2	-27	-1	99	-15	-1	-59
C=C1C2(C(=O)Nc3nccs3)CCC(C2)C1(C)C (stereo unspecified)	7	84	-1.1	-1	/	/	92	4	-7	-21
C/C(=N/NC(=O)C1CCCCC1)c1ccc([N+](=O)[O-])cc1	16	92	-0.5	0	/	-5	94	0	8	-37
CCC(C)NC(=O)c1ccccc1NC(=O)c1ccc(CSc2ccc(C)cc2)cc1 (stereo unspecified)	14	92	-0.7	1	-25	0	81	-7	-3	-47
O=c1ccn(-c2cccc(C(F)(F)F)c2)nc1-c1ccn(-c2ccccc2F)n1	5	79	-5.5	3	-1	/	76	-12	-10	-55
O=c1[nH]c(SCc2ccccc2Cl)nc2c1CCCC2	2	96	-3.1	6	19	-1	104	-5	-7	-21
CCN(CC)C(=O)Cn1cnc2c1c(=O)n(C)c(=O)n2C	44*	91	-2.2	0	0	-1	98	-4	-7	-22
COc1ccc(C(=O)N/N=C/c2cc3ccccc3[nH]c2=S)cc1	21	47	-1.4	4	-8	0	56	6	17	-67
COc1ccc(S(=O)(=O)N2CCC(C(=O)NCCC3=CCCCC3)CC2)cc1OC	5	94	-1.3	-1	/	0	98	-12	7	2
O=c1[nH]c(-c2ccccn2)nc2ccccc12	16	20	-0.5	-1	2	0	17	-17	1	-16
Cc1ccc(C)c(NC(=S)NCCSc2ccc(Cl)cc2)c1	7	68	-4.6	1	/	-5	58	-4	0	42
COc1ccc(S(=O)(=O)N2CCCC(C(=O)N3CCCCCC3)C2)cc1 (stereo unspecified)	6	80	-1.0	3	-5	-1	88	-5	-16	-77
COC(=O)Cc1[nH]nc2c1C1(C(=O)N(Cc3ccccc3)c3ccccc31)C(C#N)=C(N)O2 (stereo unspecified)	5	93	-3.1	-1	-18	0	84	-5	-7	-33
CN(C)c1ccc(CN(C)C2CCCCC2)cc1	25	99	0.5	4	1	-1	87	-12	0	-23
COc1ccc(C2N(c3ccc(F)cc3)C(=O)C3CCCN32)cc1 (stereo unspecified)	26	94	-0.3	-1	9	0	104	-3	1	-38
COCc1nnc(NS(=O)(=O)c2ccc(C)cc2)s1	3	104	-0.7	2	13	2	112	-7	5	1
CC1=C(C(=O)OC(C)C)C(c2ccncc2)n2ncnc2N1 (stereo unspecified)	36	88	-3.5	2	21	0	100	-16	-5	-21
Cc1nc(CSc2ccc(Cl)cc2)cc(NCc2ccccc2)n1	3	88	-3.3	10	12	-1	86	-5	-6	-34
COC(=O)CCC(=O)Nc1cccc2ccccc12	7	91	-0.8	1	4	/	92	-12	-1	-14
O=C(NCc1ccc2c(c1)OCO2)C1CCN(C(=O)Nc2ccc(Cl)cc2)CC1	1	82	2.1	3	-21	-2	85	-11	3	-21
CCc1ccc(NC(=O)/C(C#N)=C/c2cc3ccc(C)cc3nc2N2CCOCC2)cc1	12	68	-3.5	2	9	-4	67	1	1	-21
N#Cc1c(-c2ccc(F)cc2)noc1N	28	88	-2.5	2	30	-2	82	-18	-4	0
S=C(Nc1ccc(Br)cc1)NC1CCCCC1	4	56	-3.7	1	/	-3	53	0	-6	-30
CC(OC(=O)C1=Cc2ccccc2OC1)C(=O)NC1CCCC1 (stereo unspecified)	2	82	0.1	-1	-7	0	88	-13	6	-37
Cc1cc(C(=O)N2CCN(c3ccc([N+](=O)[O-])cc3)CC2)no1	12	92	-1.7	2	/	-4	96	-2	2	2
CN1C(=O)CSc2ccc(NC(=O)N3CCN(c4ccccn4)CC3)cc21	17	60	-0.5	0	15	-11	54	0	2	-15
CCOc1ccc(NC(=O)N2CCC(NC(=O)C(Cc3ccc(OC)c(OC)c3)NC(C)=O)CC2)cc1 (stereo unspecified)	7	102	-1.4	-2	-3	2	106	-22	10	-16
O=C(C1CCN(Cc2ccccc2)CC1)N1CCCC1	5	94	-1.5	1	9	/	97	1	-1	-40
Cc1ccsc1/C=N/NC(=O)CN1CCN(S(=O)(=O)c2ccc(Br)cc2)CC1	10	99	0.6	1	3	-7	96	4	-4	-4
Cn1c(Cl)c(/C=N/OC(=O)c2ccccc2Cl)c2ccccc21	8	95	0.4	11	24	2	112	-16	1	-59
CSc1ncccc1C(=O)OCn1nnc2ccccc2c1=O	2	93	1.3	-1	-5	1	97	-11	-12	16
COc1ccc(CNC(=O)c2csnn2)cc1	19	97	-1.4	0	/	0	90	-11	-2	-23
COC(=O)c1sc2ccccc2c1NC(=O)c1ccc(S(=O)(=O)N2CCCCC2C)cc1 (stereo unspecified)	10	90	1.2	-1	-1	/	84	16	2	-55
O=C(O)c1cc(Cl)c2c(c1)[C@@H]1C=CC[C@@H]1[C@H](c1ccc(S(=O)(=O)N3CCOCC3)cc1)N2	4	91	-0.1	0	-19	0	95	26	3	-31
CCOC(=O)Cc1cc(=O)n2[nH]c(C)c(C#N)c2n1	7	107	-0.4	2	-29	-1	106	-25	7	-33
COCCNc1cc(C)nc2ccccc12	6	77	-3.1	-1	18	/	92	-8	-1	-11
CCCCC(=O)Nc1cc(NC(=O)CCCC)cc(C(=O)O)c1	7	97	-1.2	5	-20	0	93	-15	7	-38
CCOC(=O)c1ccc(N2C(=O)CC(N3CCC(O)(c4ccc(Cl)cc4)CC3)C2=O)cc1 (stereo unspecified)	18	84	-0.8	2	1	0	84	-9	13	-26
CC(=O)NC(Cc1ccc(C)cc1)C(=O)NC1CCN(C(=O)c2cnccn2)CC1 (stereo unspecified)	4	94	1.5	8	-20	-1	97	-4	0	-17
C=CCn1c(C(C)NC(=O)c2ccc(C)cc2)n[nH]c1=S (stereo unspecified)	8	96	-0.2	2	-20	/	99	2	-1	-49
CN1Cc2c(N)cccc2C(c2ccccc2)C1 (stereo unspecified)	20	85	-2.1	4	/	/	91	3	0	-15
O=C(Nc1cccc(N2CCCC2)c1)c1cccs1	5	89	-2.7	1	18	3	77	-27	13	-30
O=c1[nH]c(Cc2cccs2)nc2ccccc12	9	98	-0.4	3	-28	0	93	-7	-1	-11
CCN(CC)C1=CC(=O)OC12CCCCC2	6	90	0.9	5	/	2	97	0	2	5
O=C(Nc1c2c(nn1-c1ccc(F)cc1)CS(=O)(=O)C2)C12CC3CC(CC(C3)C1)C2	3	75	-2.2	6	15	2	72	-14	-13	16
COC(=O)c1c(NC(=O)CN2CCN(c3cccc(Cl)c3)CC2)sc(C)c1C	17	86	-0.3	4	/	-1	90	-3	0	-11
CCOc1ccc(NC(=S)N(Cc2ccc(Cl)cc2)Cc2ccco2)cc1	12	76	-1.5	1	-8	-3	79	-4	-9	-19
CCOc1cc2[nH]c(=S)n(CCCC(=O)NCc3ccco3)c(=O)c2cc1OCC	26	96	-3.9	-1	-65	/	86	-17	9	-44
O=C(c1ccccc1)N1CCN(C2CCCCCC2)CC1	10	82	0.4	8	5	-2	95	0	4	-51
CC(OC(=O)c1cc(S(=O)(=O)Nc2ccc(F)cc2)ccc1Cl)C(=O)Nc1ccc2c(c1)OCCO2 (stereo unspecified)	6	89	2.2	3	/	-9	71	2	-11	-17
COc1cc(OC)cc(C(=O)Nc2cc(NC(=O)c3ccco3)ccc2OC)c1	18	90	-3.0	5	/	-1	88	-12	8	-28
COC(=O)c1cc(-c2ccccc2)n[nH]1	2	84	-0.1	1	/	0	98	-23	-8	-24
COc1ccc(Br)cc1CNc1ccc(S(N)(=O)=O)cc1	2	84	-0.2	2	/	1	96	-3	-3	7
CCCN1CCN(CCCNC(=O)CN2C(=O)COc3ccccc32)CC1	11	97	0.1	-1	11	2	100	-5	3	-42
Cc1ccc(CNC(=O)c2ccc(Br)o2)cc1	2	90	-0.7	4	/	1	87	-10	4	-17
CC(=O)Nc1ccc(S(=O)(=O)N2CCC(n3cnc4cc(F)ccc43)CC2)cc1	40	102	-2.5	0	5	-2	94	4	-13	4
Cn1c(-c2ccc(Br)o2)nc2cc(Br)ccc21	7	80	-1.4	5	4	0	81	-12	7	-12
COc1ccc(C(C(O)C(=O)c2c[nH]c3ccccc23)N2CCN(c3ccccc3)CC2)cc1 (stereo unspecified)	12	47	-1.7	-2	/	-1	50	-9	-5	-15
COc1ccc(/C=N/Nc2ncnc3sc(C)c(C)c23)cc1	11	83	-0.9	2	/	-5	76	-7	-22	-25
Cc1c(C(=O)N2CCCC2)nnn1-c1nonc1N	28	106	-0.1	2	-26	1	101	-14	2	-13

The list goes on:
SMILES	Measles CPE	HCT116 bCat-KO	MRP1 act	NPY Y2 blocker	E-sel TNF inh	Phagocyt inh	HCT116 PTEN-null	Yeast lifespan up	GALR2 antag	BB579 growth dn
CCCn1nc(C(=O)NC2CCCc3ccccc32)c2ccccc2c1=O (stereo unspecified)	13	64	-1.9	16	2	-13	62	-1	-2	-41
Cc1ccc(-c2nn3c(-c4ccco4)nnc3c3ccccc23)cc1S(=O)(=O)NCC1CCCO1 (stereo unspecified)	20	69	-5.6	-2	/	-1	45	-1	0	-16
CCS(=O)(=O)Nc1cccc(-c2nc3cccnc3s2)c1C	0	98	1.2	0	/	-1	97	-12	-5	-1
CC(=O)c1ccc(S(=O)(=O)N2CCCC2)cc1	5	95	-1.0	0	23	/	96	-15	3	20
CCC(C)Cn1c(C(C)O)nc2ccccc21 (stereo unspecified)	18	99	-2.6	-1	6	2	100	-5	-3	-14
COc1cccc(OC)c1C(=O)Nc1ccc(CN2CCOCC2)cc1	7	105	-0.1	3	-9	3	103	-10	-12	-26
CCC(C)[C@H](NC(=O)NC1CCCc2ccccc21)C(=O)O (stereo partly specified)	1	93	-1.0	-1	-1	-1	103	-5	-5	-44
CCOC(=O)C1=C(CSc2nc3c(cc2C#N)CN(C)CC3)OC(N)=C(C#N)C1c1ccncc1 (stereo unspecified)	3	88	-1.6	1	-7	-2	97	8	6	-67

Of the compounds above, 3 contain a COOH group:
SMILES	Measles CPE	HCT116 bCat-KO	MRP1 act	NPY Y2 blocker	E-sel TNF inh	Phagocyt inh	HCT116 PTEN-null	Yeast lifespan up	GALR2 antag	BB579 growth dn
O=C(O)c1cc(Cl)c2c(c1)[C@@H]1C=CC[C@@H]1[C@H](c1ccc(S(=O)(=O)N3CCOCC3)cc1)N2	4	91	-0.1	0	-19	0	95	26	3	-31
CCCCC(=O)Nc1cc(NC(=O)CCCC)cc(C(=O)O)c1	7	97	-1.2	5	-20	0	93	-15	7	-38
CCC(C)[C@H](NC(=O)NC1CCCc2ccccc21)C(=O)O (stereo partly specified)	1	93	-1.0	-1	-1	-1	103	-5	-5	-44
